High-throughput results from PubChem BioAssay.
Nrf2 activator: activators of Nrf2 (ARE) signaling | AREc32 ARE-luciferase reporter (MCF7-derived line), luminescence, 24 h | Potency, µM (top dose mostly 46.1 µM), for inactives: top-dose activation, actives largely listed as activators | hit rate 0.31% among 410,000; also: % of control where 0% means no effect; nearly all actives have a fitted effect of over 65% in size
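Each well held 1000 AREc32 cells, which were incubated with compound for 24 hr at 37 deg C after overnight attachment, and ARE reporter activity was quantified by firefly luciferase luminescence.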
TGFb SMAD3 inh: inhibitors of TGF-b signaling. AID 588855. HepG2 CAGA-GFP TGF-b/SMAD3 reporter, GFP fluorescence, 18 h; TGF-beta stimulated, 500 pg/mL final. Potency, µM (titrated, usually from 46.1 µM), inactives show at the top dose activity, negative = inhibition, hits mostly inhibitors. hit rate 1.2% among 410,000; also: % is scaled to controls: 0 for no effect and ±100 for the full control effect; nearly all actives have a fitted effect of over 65% in size
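Using HEPG2 CAGA-GFP reporter cells at 1000 cells/well, we pinned test compounds, stimulated with recombinant TGF-beta (500 pg/mL final) and measured total well GFP after 18 h.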
HepG2 viability: counter-screen for TGF-b inhibitors: cytotoxicity in HepG2 cells; HepG2 CAGA-GFP viability, ATP luminescence, 18 h; hit rate 0.76% among 410,000; Potency, µM (series often up to 46.1 µM), without a hit: at the highest dose activity change, negative = cytotoxicity, actives largely listed as cytotoxic; also: some results filed as inactive show a strong effect at the top dose
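HepG2 CAGA-GFP cells (1000/well, DMEM with 1% FBS) received compound, then TGF-beta at 500 pg/mL final, and were incubated 18 hours at 37 degrees C. Viability was read by CellTiter-Glo luminescence. Media-only wells were set as complete cell-killing and DMSO as no toxicity.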
EPAC2 antagonist: antagonists of human EPAC2; EPAC2 GEF exchange of Rap1B-BODIPY-GDP, fluorescence; AID 720708; Q8WZA2; Potency, µM (series often up to 114 µM), inactives show at the highest dose activity, negative = inhibition, hits mostly inhibitors; hit rate 0.18% among 360,000; also: % is scaled to controls: 0 for no effect and ±100 for the full control effect; nearly all actives have a fitted effect of over 45% in size; many of its hits are not listed in these tables
Target sequence (Q8WZA2 whole entry, looked up): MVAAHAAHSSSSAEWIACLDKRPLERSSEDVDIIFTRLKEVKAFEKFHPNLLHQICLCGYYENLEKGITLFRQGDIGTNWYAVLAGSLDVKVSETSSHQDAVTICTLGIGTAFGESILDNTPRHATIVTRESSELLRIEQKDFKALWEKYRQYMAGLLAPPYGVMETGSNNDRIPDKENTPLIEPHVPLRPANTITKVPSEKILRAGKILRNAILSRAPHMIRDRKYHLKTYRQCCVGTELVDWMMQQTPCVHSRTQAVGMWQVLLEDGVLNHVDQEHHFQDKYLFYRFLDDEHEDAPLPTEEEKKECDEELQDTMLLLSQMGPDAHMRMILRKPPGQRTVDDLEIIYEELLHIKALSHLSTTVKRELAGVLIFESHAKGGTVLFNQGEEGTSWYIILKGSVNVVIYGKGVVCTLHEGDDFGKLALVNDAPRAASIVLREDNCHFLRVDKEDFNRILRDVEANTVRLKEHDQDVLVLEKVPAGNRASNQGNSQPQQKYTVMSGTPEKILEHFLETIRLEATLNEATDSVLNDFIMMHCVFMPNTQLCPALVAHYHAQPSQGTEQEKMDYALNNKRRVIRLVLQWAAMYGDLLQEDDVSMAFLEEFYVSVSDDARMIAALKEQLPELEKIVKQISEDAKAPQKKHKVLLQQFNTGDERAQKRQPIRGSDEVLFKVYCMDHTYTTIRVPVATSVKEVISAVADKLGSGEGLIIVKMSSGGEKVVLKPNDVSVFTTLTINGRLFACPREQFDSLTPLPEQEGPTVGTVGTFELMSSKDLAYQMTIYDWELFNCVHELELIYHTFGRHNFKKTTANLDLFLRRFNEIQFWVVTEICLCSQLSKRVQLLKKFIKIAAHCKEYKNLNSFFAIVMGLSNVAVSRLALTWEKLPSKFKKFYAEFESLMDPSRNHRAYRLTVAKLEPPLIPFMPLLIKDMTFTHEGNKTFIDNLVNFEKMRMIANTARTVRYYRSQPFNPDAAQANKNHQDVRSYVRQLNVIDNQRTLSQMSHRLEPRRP
Nrf2 inh: inhibitors of Nrf2 signaling; A549 ARE-Fluc reporter, luciferase luminescence, 18-24 h; hit rate 2.1% among 360,000; AID 504444; Potency, µM (highest dose often 46 µM), without a hit: at the highest dose activity change, negative = inhibition, usual class: inhibitors; also: % is scaled to controls: 0 for no effect and ±100 for the full control effect; nearly all actives have a fitted effect of over 60% in size
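A549 ARE_Fluc cells, 5000/well, 5% FBS OPTI-MEM; compounds in dose-response, 18-24 h at 37 °C/5% CO2; CellTiter-Fluor viability read (Ex 405/Em 525), then BugLite luciferase luminescence = Nrf2 activity.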
ATXN2 expr inh: reduces ATXN2 reporter expression in HEK-293 cells; hit rate 0.72% among 360,000; Potency, µM (series often up to 57 µM), inactives show top-dose activity change, negative = inhibition, actives largely listed as inhibitors; HEK-293 ATXN2-luciferase reporter, luminescence, 24 h; also: % is scaled to controls: 0 for no effect and ±100 for the full control effect; nearly all actives have a fitted effect of over 55% in size
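qHTS (up to 57 uM final) was run with 24 h compound exposure of reporter cells at 37 °C. Each well was multiplexed: SteadyGlo luminescence measured ATXN2-luciferase expression after a fluorogenic Gly-Phe-AFC viability readout (25 uM final).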
MCF10A rereplic: DNA re-replication induction in MCF 10a cells | hit rate 2.9% among 350,000 | AID 624296 | Potency, µM (highest dose often 46.1 µM), inactives show top-dose activity, positive = re-replication, most hits filed as activators | MCF 10A DNA re-replication, Hoechst nuclear intensity, 48 h; also: % of control where 0% means no effect; nearly all actives have a fitted effect of over 50% in size
ATXN viability: reduces viability in counter-screen for ATXN expression inhibitors; hit rate 0.49% among 400,000; AID 651635; S2 cells (HEK-293 line with an ATXN2-luciferase reporter) viability, CellTiter-Fluor protease fluorescence, 24 h; Potency, µM (titrated, usually from 56.7 µM), most hits filed as cytotoxic; also: nearly all actives have a fitted effect of over 40% in size
A549 viability: counter-screen for Nrf2 inhibitors: cytotoxicity in A549 cells. Potency, µM (highest dose often 46 µM), without a hit: top-dose activity change, negative = cytotoxicity, actives largely listed as inhibitors. A549 ARE-Fluc cells, CellTiter-Fluor viability, 18-24 h. hit rate 0.16% among 390,000; also: % is scaled to controls: 0 for no effect and ±100 for the full control effect
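A549 ARE_Fluc cells in 5% FBS OPTI-MEM were exposed to compounds in concentration-response for 18-24 h at 37 deg C. Viability was read by CellTiter-Fluor fluorescence (Ex 405/Em 525) after 30 min, before the luciferase read.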
The depositor's hits bear a star; i = inactive; u = inconclusive; x = not tested or not shown; & = joins results of further samples; [ ] = dose if it differs, or a comment. Calls follow the shape of the dose curve; as a rule, active = well fitted curve in the direction sought with a large enough effect; inconclusive = small, poorly fitted or top-dose-only effect, or another doubt; inactive = no such curve, though single readings can be large; an effect the other way counts as inactive or inconclusive. Potency is read from the fitted curve at half-maximal effect. The list is partial. The share of hits here may be higher or lower than overall.

SMILES | Nrf2 activator | TGFb SMAD3 inh | HepG2 viability | EPAC2 antagonist | Nrf2 inh | ATXN2 expr inh | MCF10A rereplic | ATXN viability | A549 viability
CCC1(C)Cc2ccccc2-c2nc3n(c(=O)c21)CC(C(=O)O)S3 (configuration not stated) | -0.5% | -1.9% | -9.9% | 3.1% | 8.9% | 2.7% | 3.2% | i | 4.2%
C[C@H](CO)N1C[C@H](C)[C@@H](CN(C)S(=O)(=O)c2ccc(Oc3ccccc3)cc2)OCc2cnnn2CCCC1=O | -0.3% | 7.8% | 2.8% | 12.4% | x | 7.9% | x | i | x
CC1CCN(CC(=O)Nc2cccc([N+](=O)[O-])c2)CC1 | 6.8% | -1.6% | -20.5% | 11.2% | u | 0.0% | u | i | 5.9%
CC(=O)N(C1=C(N)C(=O)c2ccccc2C1=O)c1ccccc1 | -3.6% | u | -109.6% | -10.5% | u | x | -5.4% | u | 1.6%
CC(=O)Nc1ccc2c(c1)C(=O)c1ccc(Cl)cc1-2 | u | -7.8% | -55.1% | 17.1% | u | 2.3% | -1.1% | i | 1.9%
COC(=O)c1cc(C(=O)Nc2ccc(C)cn2)cc([N+](=O)[O-])c1 | 0.0% | -4.0% | 3.9% | 3.5% | 5.1% | 0.5% | 1.1% | i | 13.8%
Cc1cc(Cl)ccc1OC(C)C(=O)Nc1ccc(S(=O)(=O)N2CCOCC2)cc1 (configuration not stated) | 1.9% | u | -14.0% | -3.9% | u | -32.0% | 2.6% | u | -0.3%
COc1ccc(CCNC(=O)CCc2nnc(Cc3ccc4c(c3)OCO4)o2)c(OC)c1 | -1.1% | -16.0% | -68.5% | -4.5% | u | -3.6% | 0.1% | i | -10.2%
COCCCNC(=O)c1cn(CC(C)C)c(=O)c2c1c1ccccc1n2C | 2.0%&1.9% | -18.9%&-3.1% | -12.1%&-7.2% | 9.7% | u | -5.4%&4.5% | u | i | -2.2%&1.2%
Cc1ccc(O)c(CP(=O)(c2ccccc2)c2ccccc2)c1 | -0.1% | 1.1% | 10.5% | -0.2% | 0.0% | -5.5% | 8.0% | i | -6.9%
COc1ccc(Nc2c([N+](=O)[O-])ccc3c2=NC2(CCCCC2)N=3)cc1 | u | u | 0.9% | -10.1% | u | -28.7% | u | u | u
Cc1cnc(CNC(=O)C2CCC(=O)N(CCc3ccc(Cl)cc3)C2)cn1 (configuration not stated) | -0.9% | 3.5% | 1.8% | 15.1% | 4.6% | 5.1% | -2.7% | i | 0.5%
CC(C)OCCCN1CN(S(=O)(=O)c2cccc(Cl)c2)c2nc3ccccc3nc21 | 2.3% | -23.1% | -0.4% | -4.2% | -19.0% | 1.3% | u | i | -6.6%
CCC(=O)c1ccc(OCC(O)CNC(C)c2ccccc2)cc1 (configuration not stated) | 2.2% | 0.0% | -26.2% | 1.1% | -24.0% | -13.8% | -2.1% | i | 9.9%
O=C(NCc1ccco1)NCC(F)(F)F | 0.1% | -4.6% | -1.7% | 3.0% | x | 4.7% | -1.4% | i | -2.2%

Compound profiles, as listed above:
COc1ccc(Nc2c([N+](=O)[O-])ccc3c2=NC2(CCCCC2)N=3)cc1 reads Nrf2 activator = u; TGFb SMAD3 inh = u; HepG2 viability = 0.9%; EPAC2 antagonist = -10.1%; Nrf2 inh = u; ATXN2 expr inh = -28.7%; MCF10A rereplic = u; ATXN viability = u; A549 viability = u
Cc1cc(Cl)ccc1OC(C)C(=O)Nc1ccc(S(=O)(=O)N2CCOCC2)cc1 (configuration not stated) reads Nrf2 activator = 1.9%; TGFb SMAD3 inh = u; HepG2 viability = -14.0%; EPAC2 antagonist = -3.9%; Nrf2 inh = u; ATXN2 expr inh = -32.0%; MCF10A rereplic = 2.6%; ATXN viability = u; A549 viability = -0.3%

Next section:
SMILES | Nrf2 activator | TGFb SMAD3 inh | HepG2 viability | EPAC2 antagonist | Nrf2 inh | ATXN2 expr inh | MCF10A rereplic | ATXN viability | A549 viability
Cc1cccc(OCCNc2ccc([N+](=O)[O-])cn2)c1 | -0.3% | 2.5% | -25.0% | -0.3% | -0.8% | -10.5% | 13.1% | i | 4.8%
COc1ccc(C)cc1NC(=O)C1CCCN(S(=O)(=O)c2ccc3c(c2)CCCN3C(C)=O)C1 (configuration not stated) | 1.7%&0.2% | -12.9%&-16.4% | 1.5%&-15.5% | -3.9% | u | -1.2%&-23.7% | u | i | -2.9%&8.1%
O=C(NNC(=O)c1cccc2ccccc12)c1cccc(F)c1 | 5.1% | 0.0% | -14.8% | 2.5% | -18.8% | 34.8%[activator] | 1.6% | i | -0.3%
CC(=O)c1cccc(N(C(=O)CNC(=O)c2ccco2)C(C(=O)NCC2CCCO2)c2ccccc2)c1 (configuration not stated) | -0.4% | 2.9% | 9.6% | -2.8% | -0.8% | -13.3% | -6.6% | i | -2.2%
Cc1cc(C)n2nc(C(=O)OCC(=O)NC(=O)c3ccccc3)nc2n1 | -0.2% | -6.1% | 0.4% | 6.3% | -1.1% | 2.0% | 6.1% | i | 0.2%
Cc1c(N2C(=O)c3ccc4c5c(ccc(c35)C2=O)CC4)c(=O)n(-c2ccccc2)n1C | 2.1% | 15.4% | 3.7% | -4.7%[57.1 µM] | 16.7% | -5.2% | -11.1% | u | u
Nn1c(SCC(=O)N2CCOCC2)nnc1-c1cccnc1 | -0.5% | 2.9% | 7.9% | 1.5% | 9.4% | -5.1% | -6.4% | i | 0.6%
O=C(CSc1ncn[nH]1)Nc1nc(-c2ccccc2)ns1 | 4.5% | -18.2% | -20.3% | -8.6% | u | 28.2% | -1.9% | i | -0.2%
CCC(=O)c1ccc(OCC(O)CN2CC(C)OC(C)C2)cc1 (configuration not stated) | -0.4% | 1.3% | 4.4% | 21.3% | 5.4% | -2.8% | 0.7% | i | 2.7%
COc1ccc(NC(=O)N(Cc2cc3cc(C)ccc3[nH]c2=O)CC2CCCO2)cc1 (configuration not stated) | 0.2% | -18.8% | -18.1% | -9.9% | -2.4% | -6.6% | u | i | -20.6%
CC1(NC(=O)NCc2ccccc2)CCS(=O)(=O)C1 (configuration not stated) | -1.2% | 8.9% | 8.3% | 5.0%[57.1 µM] | 1.2% | x | 2.6% | i | -0.6%
COC(C[C@H](O)[C@H](C)[C@@H](O)COCc1ccccc1)OC | 0.5% | 7.9% | 2.5% | 7.3% | -3.8% | 7.8% | 7.1% | i | -0.8%
O=C1CNc2cc(Cl)ccc2N1 | -0.7% | 1.1% | -27.5% | -1.4% | x | x | x | i | x
CCn1ncc(C2=NOC(C(=O)Nc3cnn(C45CC6CC(CC(C6)C4)C5)c3)C2)c1C (configuration not stated) | 0.5% | -13.1% | 5.7% | 4.7% | x | 28.2µM* | -7.7% | u | 1.4%
NC(=O)COC(=O)CN1C(=O)C2CCCCC2C1=O (configuration not stated) | 0.1% | 14.9% | -7.3% | -1.5% | 3.1% | -2.9% | -0.5% | i | 4.2%
Cc1nc2c(C(=O)NCCc3ccccc3)cnn2c(C)c1Cc1c(F)cccc1Cl | 0.2% | -2.0% | -0.1% | x | x | 12.5% | x | i | -5.5%
COc1ccc(/C(N)=N/OC(=O)CSc2ccccc2)cc1OC | 0.2% | 8.7% | -16.1% | -1.7% | u | 94.8%[activator] | u | i | 7.4%
Cc1cc(C)cc(OCC(=O)NC(Cc2c[nH]c3ccccc23)C(=O)O)c1 (configuration not stated) | 2.8% | 1.4% | 6.3% | x | 14.1% | 4.0% | x | i | 0.8%
O=C(c1cc(-c2ccc(Cl)cc2)n[nH]1)N1CCc2ccccc2C1 | 0.1% | 1.1% | 5.4% | 6.0% | 6.8% | 6.4% | u | i | 0.5%
CC1CCc2nc3ccccc3c(C(=O)OCC(=O)N(C)C3CCS(=O)(=O)C3)c2C1 (configuration not stated) | 0.1% | 5.0% | 5.3% | 5.4% | -14.6% | -2.0% | 7.0% | i | -1.7%
Cc1ccc(C(=O)CSc2nc3ccccc3o2)cc1 | 2.2% | -16.3% | -3.1% | 3.9% | 3.9% | 39.4%[activator] | -3.7% | i | -3.3%
Cc1ccc(C)c(N2C(=O)N(Cc3c(F)cccc3Cl)c3ccccc3S2(=O)=O)c1 | -1.1% | 0.0% | -22.0% | x | x | 2.0% | x | i | 0.0%
CCN(Cc1ccccc1)C(=O)C1CCN(c2ncnc3c2nc2n3CCCCC2)CC1 | -0.6%&3.6% | -21.6%&-26.7% | -7.0%&-28.2% | -6.3% | 12.4%&-23.8% | -25.2% | 15.3% | i | -2.0%&-5.8%
O=C(Cc1ccccc1)NCC(=O)OCC(=O)c1cccc([N+](=O)[O-])c1 | -0.5% | -2.2% | -2.3% | 5.6% | -11.1% | -1.3% | -1.2% | i | -1.6%
CCOCCCNC(=O)/C(C#N)=C/c1cc(OC)c(O)c([N+](=O)[O-])c1 | 3.1% | -28.3% | 2.4% | -22.0% | -4.5% | -14.5% | 4.61µM* | u | 18.4µM*
CCCN(C(=O)c1ccc(-n2cncn2)c([N+](=O)[O-])c1)C1CCS(=O)(=O)C1 (configuration not stated) | -3.1% | -1.3% | -5.9% | 2.1% | -3.8% | -3.0% | 1.9% | i | 2.9%
CCn1nc(C)c2c(-c3ccccc3)cc(=O)n(C(C)C(=O)NCCc3ccc(OC)c(OC)c3)c21 (configuration not stated) | 6.0% | -32.7% | -15.8% | x | u | -21.3% | x | u | -0.6%
CCCN1CCC(NCC(C)c2ccccc2)CC1 (configuration not stated) | -1.1% | 17.6% | -23.1% | -0.3% | 6.9% | x | 10.0% | i | u
O=C(COc1ccccc1)Nc1c2c(nn1-c1ccccc1)CS(=O)(=O)C2 | -0.7% | 3.1% | 6.8% | 5.5% | -21.3% | -2.8% | u | i | -6.1%
Cc1ccc(CNC(=O)c2c(-c3ccccc3Cl)noc2C)cc1 | 0.6% | -22.8% | -18.0% | -8.9% | -29.1% | x | u | i | 3.5%
CCOc1ccccc1C1NC(=O)NC(C)=C1C(=O)OC1CCCCC1 (configuration not stated) | 0.2% | -10.8% | -25.7% | -0.3% | 20.6µM* | -29.1% | 1.3% | i | -26.1%
Cc1nc(NC(=O)c2ccc3c(c2)OCO3)ccc1Br | -0.6% | -3.0% | -22.8% | 5.7% | u | 40.2%[activator] | 0.6% | i | 7.8%
